Screening data (PubChem)
V1aR counter = V1a receptor agonism, counter-screen for OXTR agonists; P37288; CHO-V1R cells, Fluo-8 calcium fluorescence, agonist mode; 0% DMSO, 100% 3 nM vasopressin; activation, % at 3 µM; actives 0.25% (n = 320,000);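 active means activation above the mean activation of all tested compounds plus 3 SD, per screening run, cut at about 20% in these data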;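 further: signal is peak over basal fluorescence ratio across a 100 second FLIPR read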
VIM-2 inhibitor = blocks Pseudomonas aeruginosa VIM-2 metallo-beta-lactamase | inhibition, % at 5.6 µM | purified VIM-2, nitrocefin hydrolysis, epi-absorbance fluorescence | actives 0.89% (n = 290,000);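 active means inhibition above the mean of all tested compounds plus 3 SD, cutoff set per screening run, cut at about 7.5% in these data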;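 further: red hydrolysis product quenches plate fluorescence so inhibitors raise well fluorescence; 0% = enzyme with DMSO and 100% = DMSO without enzyme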
NS3 helicase inh = HCV NS3 helicase inhibition. inhibition, % at 10.9 µM. NS3 helicase DNA unwinding, Cy5 molecular beacon fluorescence. actives 0.56% (n = 290,000);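 active means inhibition above the mean of all tested compounds plus 3 SD, set per campaign, cut at about 35% in these data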;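 further: 0% = DMSO wells and 100% = thioflavine S control wells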
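System: NS3 helicase fragment of HCV / Schedule: 1 h at 25 °C / Control set: DMSO alone as 0% and 110 µM thioflavine S as 100% / Reagent: Cy5/quencher beacon DNA duplex and ATP to start / Technique: Cy5 fluorescence / Replication: singlicate / Evaluation: % inhibition of end-to-start signal ratio versus controls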
DNA FID counter = fluorescent intercalator displacement, NS3 helicase counter-screen | DNA fluorescent intercalator displacement, fluorescence | inhibition, % at 7.9 µM | actives 0.17% (n = 290,000) | AID 1845; in the data active means inhibition above about 37%;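 further: 0% = vehicle and 100% = reference compound; higher means more ethidium bromide displaced from hairpin DNA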
PHOSPHO1 block = PHOSPHO1 (human) inhibition | Q8TCT1 | recombinant PHOSPHO1, absorbance phosphatase assay | inhibition, % at 13.3 µM | actives 1.1% (n = 290,000) | AID 1565; in the data active means inhibition above about 60%
Target sequence (Q8TCT1 whole entry, looked up): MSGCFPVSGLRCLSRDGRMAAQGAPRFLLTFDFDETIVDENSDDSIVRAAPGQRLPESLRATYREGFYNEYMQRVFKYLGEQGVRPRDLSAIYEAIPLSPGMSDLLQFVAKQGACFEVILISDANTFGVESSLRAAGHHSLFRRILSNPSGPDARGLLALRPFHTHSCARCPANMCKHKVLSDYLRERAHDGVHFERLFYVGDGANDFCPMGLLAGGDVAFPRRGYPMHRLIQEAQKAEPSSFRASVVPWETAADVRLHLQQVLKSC
GalR3 antag = antagonists of human GalR3. O60755. HEK293 GalR3-CNG cAMP membrane potential fluorescence; galR3 body fused to GalR1 C-terminus. inhibition, % at 3 µM. actives 0.44% (n = 360,000). AID 651719;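 active means inhibition above the screen-wide average plus 3 SD, cut at about 13% in these data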;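 further: forskolin and galanin both at EC90 stimulate the cells; cAMP rise reported by CNG channel membrane potential dye signal; 0% = forskolin plus galanin with DMSO and 100% = forskolin alone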
GPR7 antag = blocks human GPR7 receptor signaling | inhibition, % at 4.4 µM | actives 1.1% (n = 290,000) | AID 1861 | GPR7-expressing cells, fluorescence antagonist assay | P48145; in the data active means inhibition above about 16%, passing the limit was not always enough;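 further: cells stimulated with the agonist NPW; 0% = agonist with vehicle and 100% = vehicle without agonist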
Target sequence (P48145 whole entry, looked up): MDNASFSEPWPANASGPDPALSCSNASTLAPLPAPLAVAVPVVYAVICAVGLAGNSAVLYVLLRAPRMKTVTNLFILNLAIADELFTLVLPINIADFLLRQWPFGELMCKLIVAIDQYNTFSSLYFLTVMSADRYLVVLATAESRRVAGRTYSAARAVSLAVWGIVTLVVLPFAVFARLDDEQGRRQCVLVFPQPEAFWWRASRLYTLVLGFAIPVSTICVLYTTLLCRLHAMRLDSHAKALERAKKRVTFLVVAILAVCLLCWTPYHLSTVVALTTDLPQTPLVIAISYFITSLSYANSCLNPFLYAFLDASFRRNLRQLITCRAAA
OXTR ag = activates the human oxytocin receptor. actives 0.32% (n = 320,000). CHO-OTR cells, Fluo-8 calcium fluorescence; normalized: DMSO 0%, oxytocin 100%. AID 2435. P30559. activation, % at 3 µM;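 active means activation above the mean of all tested compounds plus 3 SD, cutoff set per screening run, cut at about 20% in these data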;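 further: peak over basal fluorescence ratio from a 100 s FLIPR kinetic read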
Target sequence (P30559 whole entry, looked up): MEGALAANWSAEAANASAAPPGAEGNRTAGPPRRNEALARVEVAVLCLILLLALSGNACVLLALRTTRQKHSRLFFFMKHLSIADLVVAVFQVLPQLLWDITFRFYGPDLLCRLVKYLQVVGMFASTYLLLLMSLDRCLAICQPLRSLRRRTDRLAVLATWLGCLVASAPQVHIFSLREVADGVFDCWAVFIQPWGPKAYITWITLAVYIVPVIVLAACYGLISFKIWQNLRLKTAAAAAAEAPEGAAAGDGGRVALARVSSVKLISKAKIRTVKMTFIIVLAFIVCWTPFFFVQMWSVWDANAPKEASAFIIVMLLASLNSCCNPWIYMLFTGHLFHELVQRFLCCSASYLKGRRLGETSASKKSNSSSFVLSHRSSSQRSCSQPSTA
IMP-1 inh = inhibitors of Pseudomonas aeruginosa IMP-1 metallo-beta-lactamase; purified IMP-1, nitrocefin hydrolysis, epi-absorbance fluorescence; AID 1556; inhibition, % at 5.6 µM; actives 0.45% (n = 290,000);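 active means inhibition above the mean plus 3 SD of all compounds in the same screening run, cut at about 4.5% in these data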;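 further: 0% = IMP-1 with DMSO and 100% = DMSO wells lacking enzyme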
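Material – recombinant IMP-1 enzyme, purified · Amount – IMP-1 0.2 nM before substrate addition · Medium – HEPES buffer pH 7.1 with ZnSO4 and Brij 35 · Timing – 25 °C, 15 min preincubation, 25 min reaction · Measured by – plate fluorescence quenching by hydrolysis product, ex 480/em 530 nm · Read-out – percent enzyme inhibition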
* = called active by the depositor; x = no result given.

SMILES	V1aR counter	VIM-2 inhibitor	NS3 helicase inh	DNA FID counter	PHOSPHO1 block	GalR3 antag	GPR7 antag	OXTR ag	IMP-1 inh
CCOCCCN(C(=O)Nc1ccc(CC)cc1)C1CCN(C(C)=O)CC1	0.4	-1.1	-2	-10	-17	-5	-4	-1.0	-2.5
Cc1ccc(C)c(Nc2c([N+](=O)[O-])c(=O)oc3ccccc23)c1	-0.8	1.6	-2	-3	2	0	-15	-0.3	-1.8
CC(=O)c1ccc(NC(=O)c2ccc3c(c2)C(=O)N(c2ccccn2)C3=O)cc1	1.0	-3.7	-2	-11	32	-8	6	0.6	-2.9
O=C(CCc1nnc(-c2ccsc2)o1)N1CCc2c(Cl)cccc2C1	-0.1	-2.3	3	-26	27	-2	-2	-1.1	-2.2
CCN(CC)C(=O)CN1CCN(c2ccccc2F)CC1	0.8	-1.6	-5	4	10	-1	-9	-0.3	-1.7
COc1ccc(N(C(=O)c2snc(C(N)=O)c2N)C(C(=O)NC2CCCC2)c2cc(OC)ccc2OC)c(OC)c1 (stereo unspecified)	-0.6	-1.7	-4	-42	8	-10	3	-1.6	-3.0
O=C1C=CC(=O)N1N(c1ccccc1)c1ccccc1	1.2	-1.6	3	4	0	1	-4	2.0	-3.5
Cc1oc2cc3c(C(=O)N4CCCCC4)c(C)oc3cc2c1C(=O)N1CCCCC1	0.0	1.1	-6	-15	6	-5	-5	-0.6	-1.2
O=[N+]([O-])c1ccc(Sc2nnnn2-c2ccccc2)nc1	x	-2.5	7	0	4	-3	-12	x	-1.4
O=C(Nc1ccccc1)NC1CCCCNC1=O (stereo unspecified)	1.1	-1.3	-3	-1	3	-7	-10	1.3	0.1
O=C(NCCCNC(=O)c1cc(Cl)ccc1Cl)c1ccccn1	3.7	-3.0	10	-16	4	-9	-7	1.5	-0.5
Cc1nc2cc(C(=O)NCc3ccc4c(c3)OCO4)ccc2n1-c1ccc(Br)cc1	2.8	-3.4	-8	-28	17	-2	-2	0.2	-3.6
CCCOc1ccc2oc(=O)c3c(c2c1)CCCN3C(=O)CN1CCc2ccccc2C1	-0.3	-1.9	-7	-18	8	-4	-15	-2.2	-4.8
COc1ccc2nc(N3CCCC3)c(C#N)cc2c1	0.3	1.3	5	-2	9	-1	1	0.0	-1.7
Nc1nc(CSc2ncn[nH]2)nc(Nc2ccc(F)cc2)n1	0.0	-5.7	-1	3	-18	-5	-7	-1.0	-3.5

Part of the list above in order of number of heavy atoms, ascending.
SMILES	V1aR counter	VIM-2 inhibitor	NS3 helicase inh	DNA FID counter	PHOSPHO1 block	GalR3 antag	GPR7 antag	OXTR ag	IMP-1 inh
O=[N+]([O-])c1ccc(Sc2nnnn2-c2ccccc2)nc1	x	-2.5	7	0	4	-3	-12	x	-1.4
Nc1nc(CSc2ncn[nH]2)nc(Nc2ccc(F)cc2)n1	0.0	-5.7	-1	3	-18	-5	-7	-1.0	-3.5
COc1ccc(N(C(=O)c2snc(C(N)=O)c2N)C(C(=O)NC2CCCC2)c2cc(OC)ccc2OC)c(OC)c1 (stereo unspecified)	-0.6	-1.7	-4	-42	8	-10	3	-1.6	-3.0

Next section.
SMILES	V1aR counter	VIM-2 inhibitor	NS3 helicase inh	DNA FID counter	PHOSPHO1 block	GalR3 antag	GPR7 antag	OXTR ag	IMP-1 inh
CNc1nnc(C(F)(F)F)s1	-0.6	-2.6	-4	-2	-2	1	11	0.6	-1.5
COc1ccc(CCNC(=O)c2c(Cl)ccc(Cl)c2OC)cc1OC	0.5	-2.3	-7	-20	3	-10	-2	-0.2	-4.5
COc1cccc(/C=C/C(=O)OCC(=O)NCc2ccco2)c1	-0.8	-3.9	6	-13	-2	-3	-9	-1.1	-1.3
Cc1ccc(NC(=O)CN2CCN(CCN=CC3=C(O)CC(c4ccccc4)CC3=O)CC2)cc1 (stereo unspecified)	1.0	-4.0	-4	-8	0	-1	-14	-0.3	-4.0
CCOCCOC(=O)c1[nH]c2c(c1C)C(=O)CC(c1cc(OC)c(OC)c(OC)c1)C2 (stereo unspecified)	8.0	-1.3	-7	-30	36	-10	-12	2.8	-1.7
CCCNC(=O)N1CCN(S(=O)(=O)c2ccc(C)cc2)CC1	0.0	-4.3	3	-5	14	-4	-15	-0.6	-4.0
CCn1c(SCC(=O)NC2CCCCC2)nc2c(c1=O)SCC2	0.1	-0.7	1	-16	-5	-2	3	-0.5	-1.2
COc1ccc(OC)c(NC(=O)CCNS(=O)(=O)c2cccc3nonc23)c1	-1.1	-1.1	2	-7	6	-7	-5	0.7	-4.5
CCOc1ccc(-c2c(C(=O)N/N=C/c3cccnc3)nnn2-c2nonc2N)cc1	-0.9	-0.1	-4	-32	8	1	7	1.3	-0.6
CCc1nnc(N2C(=O)c3cccc4cccc(c34)C2=O)s1	-0.7	4.3	-8	-4	-1	-2	-6	-1.2	-1.6
CC1CCN(Cc2cnc(Cl)s2)CC1	-0.2	-2.9	2	-1	-18	-2	-10	2.3	-2.0
O=C(Cn1c(=S)[nH]c2ccccc2c1=O)NCCc1ccccc1	-0.7	-1.3	-1	-6	37	-5	-4	-0.7	-2.0
COc1ccc(N2Cc3ccc(C(=O)N/N=C\c4ccc(O)cc4O)cc3C2)cc1	-0.3	-1.7	40*	-24	-24	x	-2	-0.2	-3.8
CC(C)c1ccc(CN2C(=O)c3ccccc3S2(=O)=O)cc1	-0.9	-1.8	-9	-15	23	-4	-12	0.5	-0.3
COc1ccc2[nH]c(O)c(N=NC(=N)N)c2c1	-0.1	2.2	19	9	-1	14*	-2	0.8	-3.1
O=C(Nc1c(C(=O)N2CCOCC2)cnn1-c1ccccc1)c1ccccc1F	-0.2	-2.3	-3	-6	14	1	-7	0.4	-2.7
Cc1nn(Cc2ccc(F)cc2)c(C)c1NC(=O)C1c2ccccc2Oc2ccccc21	4.6	-2.7	-27	-33	-12	-3	3	3.6	-2.1
CC(=O)c1cccc(-n2nnnc2SCC(=O)Nc2ccccc2N2CCCCC2)c1	-0.5	-2.0	-3	-5	-38	-3	-4	-2.4	-1.5
CN(C)c1ccc(CNc2ccccn2)cc1	-0.4	-1.5	8	-2	x	-7	-11	-0.6	-1.0
CC(C(=O)N1CCc2ccccc2C1)N(c1ccccc1)S(C)(=O)=O (stereo unspecified)	0.6	-0.5	-2	-15	x	-10	0	-0.2	-4.9
Cc1ccc(S(=O)(=O)C2(C(=O)NCCc3ccccc3)CC2)cc1	-0.3	0.5	6	-27	19	-9	-4	3.6	-3.4
CC(=O)c1c(C)[nH]c(C(=O)Nc2ccc(Cl)cc2)c1C	13	1.0	0	-3	32	-10	1	12	0.3
Cc1ccccc1OCCn1cnc2c(N)ncnc21	0.1	-2.9	6	-5	12	2	-6	2.1	-2.0
COc1ccc(NC(=O)Nc2cccc(C)n2)c(OC)c1	-1.0	-0.2	4	-24	33	-5	-3	-2.5	-0.8
CCCc1cc(=O)n2[nH]c(NCc3c(F)cccc3Cl)nc2n1	0.1	-2.6	2	-2	-25	-2	-10	0.8	-3.0
CCOC(=O)N1CCN(C(=O)C(C)SCc2ccccc2)CC1 (stereo unspecified)	-0.5	0.5	2	-12	-1	-4	-7	-0.4	-2.8
c1ccc2c(Oc3ccc4c(c3)OCO4)nncc2c1	-0.4	-3.4	0	-6	1	-3	-3	-0.7	-3.7
CN(C)Cc1c(O)ccc2occ(C(=O)c3ccc(F)cc3)c12	0.1	-3.0	-11	7	14	-14	-5	-0.2	-4.0
N#Cc1ccc(C(=O)Nc2cccc3ncccc23)c(F)c1	1.6	-1.7	-12	-3	19	7	6	0.8	-1.6
COc1cccc(CNC(=O)CCc2nnc3ccc(NCCCN4CCCC4=O)nn23)c1	-0.1	-2.9	3	-29	4	1	12	-0.1	-1.3
COCCn1c(-c2cc(OC)c(OC)c(OC)c2)nc2oc3cc(OC)ccc3c(=O)c2c1=O	17	-0.6	1	-11	-10	x	-4	-0.8	-3.1
CCOC(=O)c1ccc(NS(=O)(=O)c2ccc3c(c2)CCCN3C(C)=O)cc1	5.8	-2.9	-1	-24	-3	-6	-8	8.1	0.4
O=C(CC1(O)C(=O)N(Cc2ccccc2)c2ccccc21)c1ccc2c(c1)OCO2 (stereo unspecified)	2.0	1.0	-8	-9	-2	-6	-8	2.3	-0.4
O=S(=O)(Nc1ccncc1)c1ccc(Cl)c(Cl)c1	0.6	-1.6	18	-2	20	-10	-17	0.7	-3.4
Cn1nc(CC(=O)NCc2cccc3ccccc23)c2ccccc2c1=O	7.5	-5.5	-7	-3	-12	3	-6	8.6	-3.5
C=CC1C(OC2OC(CO)C(O)C(O)C2O)OC=C(C(=O)OC)C1CC1CC(=O)CC(CC(=O)CCc2ccc(O)cc2)O1 (stereo unspecified)	-0.1	x	x	x	13	-6	x	1.0	x
COC(=O)C1CCC(C)(C(=O)Nc2ccccc2)C1(C)C (stereo unspecified)	1.9	-2.3	-5	0	22	5	-13	-0.6	-2.3
CCOC(=O)C(Cc1ccccc1)NC(=O)Cn1nnc(-c2ccc(SC)cc2)n1 (stereo unspecified)	7.2	-3.3	-13	-21	12	-1	1	7.2	-2.6
Oc1ccc(-c2nc3c4c(ncn3n2)-c2ccccc2CC42CCCC2)cc1	-0.2	-1.3	-1	-2	-2	-9	-2	-0.2	-3.6
CC(=O)NCC1CCN(C(=O)C2CCC(=O)N(CCc3cccc(F)c3)C2)CC1 (stereo unspecified)	0.6	-2.9	10	-5	43	-1	-3	-1.0	0.2
CCN(CC)c1ccc(NC2=C(Cl)C(=O)c3ccccc3C2=O)cc1	-0.7	-2.1	-1	7	-14	x	-2	-1.4	-2.8
CC(C)C[C@H](NC(=O)c1nc[nH]c1C(=O)NC1CCN(C(=O)OC(C)(C)C)CC1)C(=O)OC(C)(C)C	-0.9	-4.4	-28	-40	44	-7	-34	-2.4	-3.2
COc1ccccc1Nc1cc(C(=O)NC2CCCC2)c2ccccc2n1	2.9	-0.1	-5	-17	26	-10	-10	2.6	-2.3
Cc1oc2c(Cl)c(Cl)c(O)c(CN(C)C)c2c1C(=O)c1ccc(Cl)cc1	x	-3.5	-39	2	5	-12	-18	x	-3.1
O=C(CC(=O)NCCc1ccccc1)NCCc1ccccc1	0.6	-4.1	9	-15	24	-5	-17	0.9	-2.2
CCCCn1nnnc1SCC(=O)Nc1ccc(F)cc1	0.1	-1.4	-3	-3	4	-3	-2	-1.4	-2.8
COc1cccc(OC)c1C(=O)n1nc(C)cc1C	0.2	-4.4	6	-3	48	-2	-11	-0.5	-2.5
CC(C)CC(=O)NC(=S)N1CCCCCC1	0.1	-2.5	-5	-3	2	4	2	-0.7	-2.9
CCc1ccc(OC(C)C(=O)N(Cc2ccco2)C2CCS(=O)(=O)C2)cc1 (stereo unspecified)	0.1	-4.2	24	-27	18	x	-1	0.1	-3.8
CCCCOC(=O)C1=C(C)NC2(O)c3ccccc3C(=O)C12O (stereo unspecified)	0.3	0.9	4	2	-39	-1	-1	0.5	-1.8
CCOc1ccc(-n2cc(-c3ccc(OC)c(OC)c3)[nH]c2=S)cc1	-1.2	-2.9	-4	-20	12	0	-5	-1.5	-2.1
N#Cc1nc(-c2cccc(Cl)c2)oc1N1CCC(C(N)=O)CC1	-0.5	3.2	-13	-18	31	-11	-4	0.9	-1.0
